From PubChem BioAssay
Shn3 3UTR inh: reduces Shn3 3'UTR luciferase signal in osteoblasts | Clone20 osteoblast Shn3 3'UTR firefly luciferase, 24 h | inhibition, % at 12.5 µM | actives 0.52% (n = 360,000) | AID 588674;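 active = mean inhibition of at least 75% with every replicate also reaching 75%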;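 note: 0% = median of neutral control wells and 100% = pilot-screen positive control compound; some compounds past the cut are filed as inactive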
C8 TRAIL sens: sensitizes caspase-8 expressing cells to TRAIL. NB7+C8 cells + TRAIL, ATPlite viability luminescence. inhibition (viability loss, TRAIL sensitization), % at 10 µM. actives 1% (n = 360,000). AID 624354;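 active = compounds causing at least 50% loss of cell viability in the single-dose screen, relative to plate controls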
NR2E3 ag-1: agonists of human nuclear receptor NR2E3; inhibition of corepressor binding, % at 4.78 µM; GST-NR2E3/biotin-RetCOR TR-FRET, 1536-well; AID 2300; Q9Y5X4; actives 0.12% (n = 320,000);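 active = percent inhibition above the cutoff of mean plus 3 SD of all tested compounds, set per screening campaign, cut at about 20% in these data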;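 note: 0% = DMSO wells and 100% = biotin wells as full block of FRET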
Target sequence (Q9Y5X4 whole entry, looked up): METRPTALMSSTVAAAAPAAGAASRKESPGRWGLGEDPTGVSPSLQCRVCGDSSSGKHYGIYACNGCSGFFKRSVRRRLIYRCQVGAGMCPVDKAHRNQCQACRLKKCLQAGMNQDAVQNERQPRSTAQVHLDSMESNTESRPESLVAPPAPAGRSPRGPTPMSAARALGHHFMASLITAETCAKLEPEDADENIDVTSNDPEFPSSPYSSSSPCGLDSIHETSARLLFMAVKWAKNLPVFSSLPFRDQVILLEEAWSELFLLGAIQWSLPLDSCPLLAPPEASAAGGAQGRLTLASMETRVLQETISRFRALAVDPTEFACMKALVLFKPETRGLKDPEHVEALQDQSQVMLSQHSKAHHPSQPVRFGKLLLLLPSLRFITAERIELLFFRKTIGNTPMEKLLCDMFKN
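Material: NR2E3–RetCOR corepressor complex / Amount: 1.35 nM GST-NR2E3 / Medium: Tris pH 7.5 / Compound: single nominal compound dose of 4.8 µM / Incubation: 5 h at 4 °C / Technique: TR-FRET, Eu(K)-anti-GST donor, streptavidin-D2 acceptor, ex 340, em 617/671 nm / Read-out basis: percent loss of FRET ratio relative to control wells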
HIF-2a inh: inhibitors of HIF-2a; 786-0 RCC cells HIF-2a reporter, luciferase luminescence, overnight; inhibition, % at 18.8 µM; actives 0.72% (n = 360,000); AID 624352;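 active = inhibition of the luminescence signal of 40% or more relative to plate controls, in a single-dose primary screen at 18.75 µM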
NR2E3 ag-2: agonists of human NR2E3 nuclear receptor | AID 602229 | Q9Y5X4 | actives 0.35% (n = 360,000) | inhibition of corepressor binding, % at 3.98 µM | CHO-S Gal4-NCOR/VP16-NR2E3 two-hybrid, luciferase;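 active = inhibition above the mean of all tested compounds plus 3 SD, cut at about 70% in these data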;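 note: 0% = DMSO with NR2E3 transfected cells and 100% = cells lacking NR2E3 construct; higher means lower luciferase signal from less NR2E3 corepressor binding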
Peg3 promoter: Peg3 promoter activity inhibition. HeLa PEG-Prom luciferase reporter, luminescence, overnight. inhibition, % at 20 µM. actives 1.7% (n = 360,000);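 active = inhibition of at least 50% at 20 µM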
EBV LMP1 NFkB: Epstein-Barr LMP1 NF-kappaB reporter inhibition | actives 0.69% (n = 350,000) | LMP1-induced NF-kappaB luciferase reporter cells, luminescence | inhibition, % at 12.5 µM; in the data active = inhibition above about 41%;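 note: 0% = neutral control wells and 100% = reference inhibitor control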
CF NFkB inh: cystic fibrosis NF-kB activation inhibition; KKLEB NF-kB-GFP reporter, PAF-induced, GFP fluorescence overnight; inhibition, % at 5 µM; actives 0.86% (n = 360,000);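 active = at least 50% inhibition at 5 µM, scaled per plate between neutral and stimulator controls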;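 note: PAF is a Pseudomonas aeruginosa culture filtrate used as stimulus; plate controls were PAF-stimulated DMSO wells for no effect and unstimulated DMSO wells for full effect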
KKLEB tox: counter-screen for CF NF-kB inhibitors: cytotoxicity. KKLEB CF airway cells viability, ATPlite luminescence, overnight; active compounds read low; cells stimulated with P. aeruginosa culture filtrate. activity change (cytotoxicity), % at 5 µM. actives 0.36% (n = 360,000);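 active = corrected activity change at or below -50% at 5 µM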
iPSC survival up: enhancers of human iPSC single-cell survival. hiPSC single-cell survival, ATPlite luminescence; 100% = ROCK inhibitor wells, 0% = DMSO. survival enhancement, % at 20 µM. actives 0.044% (n = 360,000); in the data active = survival enhancement above about 18%;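 note: cells exposed to compounds for 16 hours before the ATP read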
MITF TRPM1 inh: reduces MITF-dependent TRPM1 promoter luciferase signal; actives 0.83% (n = 330,000); inhibition, % at 12.5 µM; SK-MEL-5 TRPM1 promoter luciferase, 24 h;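 active = mean inhibition across replicates of 60% or more, whatever share of single replicates reaches that level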; note: values of inactives mirror those of a sister screen read the other way
The depositor's hits bear a star; nt = no result given. A portion of the library, so the mix of outcomes need not match the whole.

1) CCN(CC)C(=O)c1ccc(NS(=O)(=O)c2ccc3[nH]c(=O)[nH]c3c2)cc1
2) CCN(CC)c1ccc(C(=O)OCC(=O)Nc2cccc(S(=O)(=O)NC3=NCCCCC3)c2)cc1
3) COc1ccc(CC(=O)Nc2ccc(OC)c(NC(=O)c3ccco3)c2)cc1
4) CC1CC(=Cc2ccc([N+](=O)[O-])cc2)C(=O)O1 (configuration not stated)
5) CCOC(=O)CCP(=O)(O)C(O)(c1ccccc1)c1ccccc1
6) CC(=O)N(CN1C(=O)C2CC=CCC2C1=O)c1cccc(Cl)c1 (configuration not stated)
7) O=C(CN1CCN(Cc2ccccc2)CC1)N/N=C/c1ccc(Br)s1
8) O=C(Nc1ccccc1N1CCN(c2ccc(F)cc2)CC1)C1CCCCC1
Compound	1	2	3	4	5	6	7	8
Shn3 3UTR inh	-10	18	19	16	-14	-5	-4	10
C8 TRAIL sens	3	-3	-5	2	8	-18	-3	3
NR2E3 ag-1	nt	-1	3	nt	-2	1	-4	nt
HIF-2a inh	6	5	-13	-29	16	13	12	14
NR2E3 ag-2	5	-23	-20	-24	-3	26	-7	-7
Peg3 promoter	1	13	-2	-23	25	12	13	6
EBV LMP1 NFkB	0	-2	6	1	5	-7	-6	2
CF NFkB inh	-12	6	-10	-6	11	-5	-1	2
KKLEB tox	24	10	8	4	1	9	-3	7
iPSC survival up	-0.3	2.2	1.3	-0.1	-0.9	7.7	-0.5	1.3
MITF TRPM1 inh	-13	-1	-6	21	-3	10	12	10

9) c1ccc(CSc2nnc(-c3cccs3)o2)cc1
10) CC1=NN(c2ccccc2)C(=O)/C1=C\c1cc(C)n(-c2cccnc2)c1C
11) CCc1ccc([C@H]2C[C@H]3[C@H]4C(=O)N(c5ccccc5)C(=O)[C@H]4CC(=O)[C@@H]3CN2S(=O)(=O)c2ccc(C)cc2)cc1
12) COC(=O)c1cn(NC(=O)C2CCCCC2)c(=O)c2ccccc12
13) CCCOc1ccc(N2C(=O)C/C(=C\c3ccccc3)C2=O)cc1
14) CC1NC(=O)NC1CCCCCC(=O)NCCc1ccccc1 (configuration not stated)
15) N#Cc1nc(COc2ccccc2Cl)oc1N1CCCCCC1
16) COC(=O)CNC(=O)COC(=O)c1ccc(Cl)nc1
Compound	9	10	11	12	13	14	15	16
Shn3 3UTR inh	-111	-2	-10	14	-16	-4	6	-18
C8 TRAIL sens	8	-9	-2	-8	-26	-1	15	0
NR2E3 ag-1	0	2	nt	0	1	69*	nt	2
HIF-2a inh	-261	-59	18	16	11	-20	-26	9
NR2E3 ag-2	-103	-35	7	-18	6	-9	-8	0
Peg3 promoter	-289	-33	-1	8	-3	12	-5	-3
EBV LMP1 NFkB	-18	7	nt	6	nt	-4	-16	-6
CF NFkB inh	-11	-3	-8	-10	-17	2	12	-2
KKLEB tox	9	7	11	0	8	6	-14	-6
iPSC survival up	-0.2	0.3	1.3	4.1	0.5	0.7	-0.5	1.3
MITF TRPM1 inh	-130	-64	nt	4	nt	5	-7	-12

17) CCC(C)(C)NC(=O)C(c1cccn1C)N(C(=O)Cn1nnc2ccccc21)c1ccc(NC(C)=O)cc1 (configuration not stated)
18) O=C(CN1CCN(CC(=O)Nc2ccc(F)cc2)CC1)NCC1(N2CCOCC2)CCCCC1
19) C#CCOCCOCCOCCNc1nc(N2CCN(C(=O)CCCCCCCCCCNC(=O)[C@@H]([C@H](C)O)n3cc(C)nn3)CC2)nc(N2CCN(C(=O)CCCCCCCCCCNC(=O)[C@@H]([C@H](C)O)n3cc(C)nn3)CC2)n1
20) CCOC(=O)N1CCN(C(=O)c2ccc(OC)c(S(=O)(=O)N3CCOCC3)c2)CC1
21) CCCC(=O)NC(NC(=S)Nc1ccc(S(N)(=O)=O)cc1)C(Cl)(Cl)Cl (configuration not stated)
22) CCc1nnc(NC(=O)c2cc(S(=O)(=O)N3CCCCC3)ccc2N2CCOCC2)s1
23) CCN(CC)S(=O)(=O)c1cc(NC(=O)Cn2cnc3ccccc3c2=O)ccc1C
24) Cc1nn(C)cc1/C=N\NC(=O)c1csc2c1CCCC2
Compound	17	18	19	20	21	22	23	24
Shn3 3UTR inh	-4	7	10	2	10	-16	22	-58
C8 TRAIL sens	-7	-17	20	-10	-10	-2	18	-5
NR2E3 ag-1	1	1	0	-1	1	1	0	-2
HIF-2a inh	19	6	-14	13	24	19	22	-40
NR2E3 ag-2	-19	20	-30	9	7	0	23	-39
Peg3 promoter	20	10	-60	1	12	20	16	-24
EBV LMP1 NFkB	-4	0	-23	5	0	-3	-2	3
CF NFkB inh	14	15	16	-10	14	-9	13	15
KKLEB tox	-2	7	0	2	12	-3	4	15
iPSC survival up	-0.2	0.1	1.0	-0.7	-1.8	-0.4	-2.0	-0.4
MITF TRPM1 inh	6	9	36	6	5	-12	6	-22

25) CCN(CC)CCOC(=O)C1c2ccccc2Oc2ccccc21
26) CC(C)[C@H](CO)NC(=O)[C@H]1O[C@@H](n2ccc(=O)[nH]c2=O)[C@H](O)[C@@H]1O
27) COc1ccccc1-n1nnnc1SC(C)C(=O)NC1CCCC1 (configuration not stated)
28) Cc1ccc(OCC(=O)NCCS(=O)(=O)N2CCN(c3ccccc3)CC2)cc1
29) COc1ccc(C(=O)COC(=O)c2sc(C)nc2C)cc1OC
30) Cc1ccc(S(=O)(=O)N(C)[C@H]2C[C@H]3c4[nH]c5ccccc5c4CCN3C[C@H]2[C@H](C)O)cc1
31) CCn1c(CC(=O)Nc2ccc(C)cc2)nnc1SCC(=O)Nc1nc(C)cs1
32) CCOC(=O)CN(c1ccccn1)S(=O)(=O)c1ccccc1
Compound	25	26	27	28	29	30	31	32
Shn3 3UTR inh	5	13	-6	15	68	0	-22	-3
C8 TRAIL sens	8	7	-22	-8	-7	-11	-1	-2
NR2E3 ag-1	-2	nt	-2	2	1	nt	1	-2
HIF-2a inh	8	3	4	7	4	5	12	15
NR2E3 ag-2	-5	2	3	11	11	-1	1	-5
Peg3 promoter	13	-7	13	10	-4	23	-10	8
EBV LMP1 NFkB	-1	nt	9	-1	-2	nt	12	-16
CF NFkB inh	-24	-2	7	-10	-5	4	-7	4
KKLEB tox	-1	7	-20	12	17	-1	12	-1
iPSC survival up	0.7	5.1	-0.3	0.7	-0.5	-1.2	1.4	-1.1
MITF TRPM1 inh	8	nt	9	4	-16	nt	7	7

3 compounds from above, reduced to iPSC survival up.
entry | Molecule | iPSC survival up
26 | CC(C)[C@H](CO)NC(=O)[C@H]1O[C@@H](n2ccc(=O)[nH]c2=O)[C@H](O)[C@@H]1O | 5.1
27 | COc1ccccc1-n1nnnc1SC(C)C(=O)NC1CCCC1 (configuration not stated) | -0.3
28 | Cc1ccc(OCC(=O)NCCS(=O)(=O)N2CCN(c3ccccc3)CC2)cc1 | 0.7

Next results follow:
33) Cc1c(-c2ccc(Cl)cc2)[n+](=O)c2c(n1[O-])CCCC2
34) COc1ccc2[nH]c(C(=O)N/N=C/c3ccccc3OC)cc2c1
35) CC(C)C(=O)N[C@@H]1c2ccccc2CC[C@H]1OCc1ccccc1
36) CCn1cc(C(=O)NCCCN2CCCC(C)C2)c(=O)c2cc(S(=O)(=O)N3CCc4ccccc4C3)ccc21 (configuration not stated)
37) CCOC(=O)c1cnc2nc(C)nn2c1N
38) Cc1c(Br)c([N+](=O)[O-])nn1CC(=O)Nc1cccc2nonc12
39) Cc1c(Nc2cc(=O)oc3ccccc23)c(=O)n(-c2ccccc2)n1C
40) CN(CCC#N)C(=O)c1cc2c(s1)-c1ccccc1SC2
41) O=c1[nH]c(SCc2nc3ccccc3n2Cc2ccccc2)nc2ccccc12
42) C=CCn1c(SC(C)C(=O)Nc2ccc(Cl)cn2)nnc1C1CC1 (configuration not stated)
Compound	33	34	35	36	37	38	39	40	41	42
Shn3 3UTR inh	4	-35	-21	14	4	82	-6	-63	15	-3
C8 TRAIL sens	23	18	3	-5	2	-8	3	0	8	3
NR2E3 ag-1	-1	4	nt	-4	-1	-2	-1	1	0	-3
HIF-2a inh	29	-34	1	19	14	1	22	-200	25	1
NR2E3 ag-2	-25	-55	-33	7	-16	-20	-10	-29	-4	-8
Peg3 promoter	0	22	5	27	-2	10	5	-217	20	15
EBV LMP1 NFkB	3	-39	-8	-1	0	0	-31	nt	3	7
CF NFkB inh	3	1	-4	-1	3	15	-13	2	-5	10
KKLEB tox	-12	-6	8	-3	10	-4	-1	0	0	6
iPSC survival up	0.0	-0.4	-2.4	-0.7	0.0	-0.4	-1.3	-0.5	-0.8	-0.5
MITF TRPM1 inh	-3	8	-11	-2	-7	-2	10	-133	2	1

Along the list, as entered above.
CF NFkB inh, compounds 33–42 → 3, 1, -4, -1, 3, 15, -13, 2, -5, 10
NR2E3 ag-2, compounds 33–42 → -25, -55, -33, 7, -16, -20, -10, -29, -4, -8
C8 TRAIL sens, compounds 33–42 → 23, 18, 3, -5, 2, -8, 3, 0, 8, 3

3 entries from above, ordered by the number in Peg3 promoter, ascending.
| # | Compound | Peg3 promoter |
| --- | --- | --- |
| 15 | N#Cc1nc(COc2ccccc2Cl)oc1N1CCCCCC1 | -5 |
| 6 | CC(=O)N(CN1C(=O)C2CC=CCC2C1=O)c1cccc(Cl)c1 (configuration not stated) | 12 |
| 7 | O=C(CN1CCN(Cc2ccccc2)CC1)N/N=C/c1ccc(Br)s1 | 13 |
